Source: PubChem BioAssay
ATXN2 expr inh = inhibitors of ATXN2 expression | Potency, µM (highest dose often 57 µM), inactives show at the highest dose activity change, negative = inhibition, usual class: inhibitors | 360,000 compounds, 0.72% hits | HEK-293 ATXN2-luciferase reporter, luminescence, 24 h | AID 1745845; further: potency means the concentration at half of the fitted maximal effect; on the % scale 0 is the no-effect control and ±100 the full control effect; nearly all actives have a fitted effect of over 55% in size
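qHTS (up to 57 uM final) was run with 24 h compound exposure of reporter cells at 37 °C. Each well was multiplexed: SteadyGlo luminescence measured ATXN2-luciferase expression after a fluorogenic Gly-Phe-AFC viability readout (25 uM final).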
A549 viability = counter-screen for Nrf2 inhibitors: cytotoxicity in A549 cells; A549 ARE-Fluc cells, CellTiter-Fluor viability, 18-24 h; 390,000 compounds, 0.16% hits; AID 504648; Potency, µM (doses to about 46 µM), without a hit: at the highest dose activity change, negative = cytotoxicity, hits mostly inhibitors; further: potency means the concentration at half of the fitted maximal effect; on the % scale 0 is the no-effect control and ±100 the full control effect
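Cytotoxicity counterscreen: CellTiter-Fluor fluorescence was measured in A549 ARE_Fluc cells after 18-24 h of compound exposure in a concentration series. The subsequent BugLite luminescent read reports ARE-luciferase activity.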
EPAC2 ag = agonists of human EPAC2 (RAPGEF4). AID 720711. EPAC2 activation, biochemical qHTS; response scale: 100% = 6.5 mM cAMP response. 360,000 compounds, 0.079% hits. Potency, µM (titrated, usually from 154 µM), for inactives: at the highest dose activation, usual class: activators; further: potency means the concentration at half of the fitted maximal effect; nearly all actives have a fitted effect of over 50% in size
Target sequence (Q8WZA2 whole entry, looked up): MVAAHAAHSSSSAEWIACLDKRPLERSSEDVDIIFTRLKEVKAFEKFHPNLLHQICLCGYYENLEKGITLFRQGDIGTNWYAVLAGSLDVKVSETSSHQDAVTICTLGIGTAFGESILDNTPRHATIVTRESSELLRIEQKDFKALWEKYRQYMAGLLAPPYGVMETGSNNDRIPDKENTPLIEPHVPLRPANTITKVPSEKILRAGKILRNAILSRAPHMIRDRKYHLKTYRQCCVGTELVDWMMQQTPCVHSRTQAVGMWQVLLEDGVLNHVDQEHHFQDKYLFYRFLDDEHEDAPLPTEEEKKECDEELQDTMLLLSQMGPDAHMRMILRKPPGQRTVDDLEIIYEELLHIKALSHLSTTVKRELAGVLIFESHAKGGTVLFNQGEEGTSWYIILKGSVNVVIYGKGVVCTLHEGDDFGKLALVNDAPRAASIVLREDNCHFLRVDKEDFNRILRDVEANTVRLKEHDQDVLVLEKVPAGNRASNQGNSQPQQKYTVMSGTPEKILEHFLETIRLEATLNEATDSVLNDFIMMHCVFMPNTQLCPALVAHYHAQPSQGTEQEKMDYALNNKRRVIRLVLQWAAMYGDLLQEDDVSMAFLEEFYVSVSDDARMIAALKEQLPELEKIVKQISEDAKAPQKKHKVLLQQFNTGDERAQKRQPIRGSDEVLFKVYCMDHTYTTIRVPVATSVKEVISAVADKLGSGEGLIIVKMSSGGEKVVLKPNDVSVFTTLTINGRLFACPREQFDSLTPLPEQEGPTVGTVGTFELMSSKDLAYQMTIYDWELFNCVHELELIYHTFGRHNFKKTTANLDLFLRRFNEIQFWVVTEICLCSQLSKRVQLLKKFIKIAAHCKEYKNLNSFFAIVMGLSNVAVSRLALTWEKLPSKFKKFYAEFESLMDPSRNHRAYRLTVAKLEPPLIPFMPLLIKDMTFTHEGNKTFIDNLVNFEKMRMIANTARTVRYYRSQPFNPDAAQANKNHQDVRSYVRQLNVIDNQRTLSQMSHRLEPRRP
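EPAC2 (100 nM) mixed with Rap1B loaded with BODIPY-GDP (250 nM) plus 50 uM unlabeled GDP; compounds pinned in, 5 min RT, then read every 5 min for 30 min (ex 480, em 540 nm). Normalized to cAMP control.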
TGFb inhibitor = blocks TGF-b signaling. HepG2 CAGA-GFP TGF-b/SMAD3 reporter, GFP fluorescence, 18 h; TGF-beta stimulated, 500 pg/mL final. 410,000 compounds, 1.2% hits. Potency, µM (series often up to 46.1 µM), without a hit: at the top dose activity, negative = inhibition, usual class: inhibitors; further: potency means the concentration at half of the fitted maximal effect; on the % scale 0 is the no-effect control and ±100 the full control effect; nearly all actives have a fitted effect of over 65% in size
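Per well, imaged GFP fluorescence of HEPG2 CAGA-GFP cells gives the signal; cells get compound, then TGF-beta (500 pg/mL final), 18 h at 37 degrees C; %Activity versus -TGF-beta and +DMSO controls.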
HepG2 viability = HepG2 cytotoxicity, counter-screen for TGF-b inhibitors; HepG2 CAGA-GFP viability, ATP luminescence, 18 h; Potency, µM (doses to about 46.1 µM), for inactives: top-dose activity change, negative = cytotoxicity, hits mostly cytotoxic; 410,000 compounds, 0.76% hits; further: potency means the concentration at half of the fitted maximal effect; some results filed as inactive show a strong effect at the top dose
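CellTiter-Glo luminescence gave cytotoxicity after 18 hours at 37 degrees C. The cells were HepG2 CAGA-GFP in 1% FBS DMEM, stimulated with 500 pg/mL TGF-beta after compound addition. %Activity was normalised to no-cell wells (complete cell-killing) and DMSO (no toxicity), and curves were fitted and classified.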
ATXN viability = cell viability loss in ATXN counter-screen. S2 cells (HEK-293 line with an ATXN2-luciferase reporter) viability, CellTiter-Fluor protease fluorescence, 24 h. Potency, µM (top dose mostly 56.7 µM), actives largely listed as cytotoxic. 400,000 compounds, 0.49% hits; further: potency means the concentration at half of the fitted maximal effect; nearly all actives have a fitted effect of over 40% in size
Nrf2 block = blocks Nrf2 signaling. A549 ARE-Fluc reporter, luciferase luminescence, 18-24 h. Potency, µM (top dose mostly 46 µM), without a hit: at the highest dose activity change, negative = inhibition, usual class: inhibitors. 360,000 compounds, 2.1% hits. AID 504444; further: potency means the concentration at half of the fitted maximal effect; on the % scale 0 is the no-effect control and ±100 the full control effect; nearly all actives have a fitted effect of over 60% in size
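Quantitative HTS in A549 cells stably bearing an antioxidant response element-firefly luciferase construct. Inhibition of Nrf2-driven transcription was scored by luminescence after 18-24 h of compound exposure at 37 °C.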
Nrf2 ARE act = Nrf2 pathway activation. Potency, µM (titrated, usually from 46.1 µM), for inactives: top-dose activation, usual class: activators. AREc32 ARE-luciferase reporter (MCF7-derived line), luminescence, 24 h. 410,000 compounds, 0.31% hits; further: potency means the concentration at half of the fitted maximal effect; % of control where 0% means no effect; nearly all actives have a fitted effect of over 65% in size
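For detection, Steady-Glo was added and plates sat 30 min at RT; before that, AREc32_Fluc cells grown overnight in OPTI-MEM/5% FBS had been treated with 23 nL compound for 24 hr at 37 deg C.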
IL-2 act = activates IL-2 in a cell-based reporter assay; IL-2 activation reporter assay, cell-based qHTS; stimulated with anti-CD3/CD4/CD28 beads; in transgenic mouse T cells; activation, % (series mostly up to about 46 µM); 360,000 compounds, 0.065% hits; AID 652025; in the data active means activation above about 50%; inconclusive means mostly about 30% to 49%; further: 0% is about no effect
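Screening format: compound pinned onto unstimulated transgenic mouse T cells, 60 min incubation, then anti-CD3/anti-CD4/anti-CD28 bead stimulation for 18 hours at 37 degrees C, followed by EGFP and DsRed detection.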
An asterisk follows results filed as active; i = inactive; u = inconclusive; x = no result given; & = joins results of further samples; [ ] = another dose, or the depositor's remark. Unless noted, the call rests on the fitted dose curve; in most records, active means well fitted curve in the direction sought with a large enough effect; inconclusive means small, poorly fitted or top-dose-only effect, or another doubt; inactive means no such curve, though single readings can be large; an effect the other way counts as inactive or inconclusive.

SMILES | ATXN2 expr inh | A549 viability | EPAC2 ag | TGFb inhibitor | HepG2 viability | ATXN viability | Nrf2 block | Nrf2 ARE act | IL-2 act
CCOC(=O)c1ccc(NC(=O)CN2C(=O)c3cccnc3Sc3ccccc32)cc1 | 1% | -1% | x | -26% | -25% | i | 25% | 20% | x
COc1ccc(NC(=O)c2cccc(N3C(=O)C4C5C=CC(C5)C4C3=O)c2)cc1Cl (configuration not stated) | 13% | -6% | 7% | 0% | 6% | i | u | -0.6% | -4.3
COc1cccc(OCc2nnc(SCC(=O)N3c4ccccc4Sc4ccc(Cl)cc43)o2)c1 | -6% | -6% | -2% | 0% | 13% | i | -15% | -0.2% | 4.6
COc1cccc(CN2CC(C(=O)NCCc3cn4cccnc4n3)CCC2=O)c1 (configuration not stated) | x | x | 0% | -18% | -27% | i | x | -0.4% | -0.2
COc1ccc(NC(=S)N(CCC(C)C)C2CCN(C(C)C)CC2)cc1 | -24% | -17% | 8% | 0% | -25% | i | 25% | 4.5% | -1.7
CC(=O)CCc1ccc(OCCCCN2CCC(Cc3ccccc3)CC2)cc1 | 1% | -5% | 6% | 0% | 7% | i | 2% | -0.3% | 0.7
COc1ccc(CCN2CC(C(=O)NCC(=O)Nc3ccc(F)c(F)c3)CC2=O)cc1OC (configuration not stated) | -5% | 4% | 4% | 27% | -15% | i | 12% | 0.4% | 0.2
COC(C(=O)Nc1ccnn1C1CCN(C(=O)c2ccc(C=O)cc2)CC1)c1ccccc1 (configuration not stated) | 0% | 10% | 7% | -4% | -2% | i | 7% | 0.6% | -1.2
Cc1nc(-c2ccc(Cl)cc2)sc1C1(C)CC(c2cccc([N+](=O)[O-])c2)=NO1 (configuration not stated) | 17% | -3% | 8% | -1% | -9% | i | u | 4.4% | 3.8
COc1ccc(CN2CCN(CCCc3ccccc3)C(CCO)C2)c(O)c1 (configuration not stated) | -12% | -5% | 0% | 7% | 0% | i | -12% | -0.1% | -3.4
CCc1ccc(Nc2n[n+](-c3ccccc3)c(-c3cc(OC)c(OC)cc3Br)s2)cc1 | -10% | -9% | 2% | -20% | -11% | i | -1% | 0.9% | 0.4
O=C(CCN1C(=O)C2CC=CCC2C1=O)N1CCN(c2ccccn2)CC1 (configuration not stated) | -3% | -9% | 1% | -2% | -3% | i | -10% | -0.8% | -2.7
CC1=C(C#N)C(c2ccccc2)C2=C(N1)c1ccccc1C2=O (configuration not stated) | -25% | u | 8% | -2% | -7% | i | 23µM* | -0.3% | 0.3
S=C(Nc1ccc(Cl)cc1Cl)N1CCCC1 | 21% | -1% | 8% | -5% | -8% | i | 2% | 1.6% | 2.8
Cc1ccc(CNC(=O)Cn2c(-c3cccs3)cc3cc(Cl)ccc32)cc1 | -2% | -2% | x | u | 1% | i | -20% | 2.0% | x
CC(C)(C)c1ccc(C(=O)NC2(C(F)(F)F)C(=O)Nc3c2c(=O)[nH]c(=O)n3-c2ccccc2)cc1 (configuration not stated) | -1% | -2% | x | -15% | -1% | i | u | -0.6% | x
CC(O)(c1ccc(F)c(F)c1)c1nc(-c2cccc(F)c2)cs1 (configuration not stated) | -9% | x | 18% | u | -24% | i | x | -0.5% | 0.4
CC(Nc1nc(N2CCCCC2)nc2ccccc12)c1ccccc1 (configuration not stated) | x | u | 7% | u | 13µM* | x | u | 3.1% | -1.2
CC(C)NC(=O)c1cc(C2CCCCN2C(=O)CCCc2ccccc2)on1 (configuration not stated) | 5% | x | 3% | -2% | -4% | u | x | 0.1% | -0.5
COc1ccccc1NC(=O)c1ccccc1NC(=O)c1cccs1 | -8% | u | 22% | 8% | -9% | i | -1% | 2.1% | 1.2
CCOC(=O)N1CCC2(CC1)NCCc1c2[nH]c2ccccc12 | -4% | -2% | 1% | 4% | -12% | u | 4% | 3.1% | 9.0
O=C(CNCCC1=CCCCC1)Nc1ccc(N2CCCCCC2)cc1 | u | -13% | 3% | 16µM* | -108% | x | -8% | 0.3% | -3.5
COCCCNC(=O)c1nc2c(nnn2Cc2cc(C)ccc2C)c(=O)[nH]1 | 1% | 1% | 4% | 1% | 0% | i | -9% | -0.9% | -1.7
COC(=O)c1ccccc1NC(=O)CN1CCN(C23CC4CC(CC(C4)C2)C3)CC1 | -4% | 6% | 1% | 11% | 4% | i | 10% | -0.7% | 2.0
CCOc1ccc(S(=O)(=O)N2CCN(Cc3ccccc3)CC2)cc1 | -25% | 10% | 22% | 0% | 2% | i | -12% | 0.3% | 0.2
COc1cc(OC)c(NC(C)C(=O)N2CCCC2)cc1Cl (configuration not stated) | 3% | 9% | 4% | 3% | 2% | i | 4% | 1.7% | -0.9
CCCCOc1ccccc1C1NC(=O)NC(C)=C1C(=O)OCc1ccco1 (configuration not stated) | -16% | -5% | -1% | -4% | -3% | i | -17% | 5.0% | -1.8
Cc1cc(C)cc(NC(=O)Nc2ccc3ccccc3n2)c1 | 5% | -8% | 5% | -5% | 0% | i | -7% | -0.1% | 2.1
CN1C(=O)C(O)(CC(=O)c2ccc3c(c2)OCO3)c2ccccc21 (configuration not stated) | 4% | 1%[1.84 µM] | 0% | 9% | -8% | i | -11% | 0.0% | -1.1
Cc1ccc(-n2c(=S)sc3c(=O)n(-c4ccccc4F)c(SCC(=O)O)nc32)cc1C | -9% | 1% | 1% | -9% | 0% | i | 4% | -0.6% | -2.2

One compound at a time (already shown). Order of screens: ATXN2 expr inh	A549 viability	EPAC2 ag	TGFb inhibitor	HepG2 viability	ATXN viability	Nrf2 block	Nrf2 ARE act	IL-2 act
CN1C(=O)C(O)(CC(=O)c2ccc3c(c2)OCO3)c2ccccc21 (configuration not stated) reads 4%	1%[1.84 µM]	0%	9%	-8%	i	-11%	0.0%	-1.1
Cc1ccc(-n2c(=S)sc3c(=O)n(-c4ccccc4F)c(SCC(=O)O)nc32)cc1C reads -9%	1%	1%	-9%	0%	i	4%	-0.6%	-2.2
COc1ccccc1NC(=O)c1ccccc1NC(=O)c1cccs1 reads -8%	u	22%	8%	-9%	i	-1%	2.1%	1.2

Continued.
SMILES | ATXN2 expr inh | A549 viability | EPAC2 ag | TGFb inhibitor | HepG2 viability | ATXN viability | Nrf2 block | Nrf2 ARE act | IL-2 act
O=C(CN1C(=O)/C(=C/c2cccc(Cl)c2)SC1=S)NC1C=CS(=O)(=O)C1 (configuration not stated) | -34% | 1% | 1% | u | -34% | i | 11% | 14µM* | -1.7
CC/C(=N\NC(=O)c1ccoc1C)c1ccc(C)o1 | 18% | 6% | 4% | 0% | -13% | i | u | -0.4% | -2.2
COC(=O)c1ccc2nc(C)cc(Nc3cccc(Cl)c3C)c2c1 | -29% | 6% | x | -4% | -31% | i | u | 7.6% | x
O=C(Nc1ccccc1)N1CCC(C(=O)N2CCN(c3ccccc3F)CC2)CC1 | 1% | 1% | 12% | 7% | -1% | i | 9% | -0.4% | -2.3
CCOC(=O)c1ccc(NC(=O)CC2NCCNC2=O)cc1 (configuration not stated) | 9% | -6%&-4% | 3% | 0%&1% | 5%&-1% | i | 10%&17% | 3.8%&1.9% | -1.1
CSc1ccccc1C(=O)NCc1ccc(F)cc1 | x | 9% | 6% | 12% | -1% | i | -1% | -0.4% | -0.1
CCc1cc(C(c2ccccc2OC)N2CCOCC2)c(NC(=O)c2ccccc2)s1 (configuration not stated) | 4% | -3% | 10% | u | -8% | i | 18% | 15% | 0.4
CC(C)c1nc(N2CCOCC2)c(C#N)c2c1CCCC2 | 8% | -2% | 9% | 3% | -21% | i | -3% | 0.2% | 0.1
CCOC(=O)c1oc2c(C)c(O)ccc2c(=O)c1-c1nncn1-c1ccccc1 | -9% | 1% | 13% | -4% | -13% | i | u | -0.3% | -1.9
C#Cc1ccc([C@@H]2C=C(C(=O)N3CCOCC3)O[C@H](OCCCCO)C2)cc1 | 10% | -4% | -1% | 13% | 7% | i | 12% | -0.5% | 0.2
CCC(C)Sc1ccc([C@@H]2[C@@H]3C(=O)N(C)C(=O)[C@@H]3[C@]3(C(=O)OC)CCCCN23)cc1 (some centres not stated) | -6% | 1% | 5% | 1% | -24% | i | u | -1.1% | -0.3
COc1ccc(CCNC(=O)CSc2nnc(CNC(=O)c3ccco3)o2)cc1OC | -5% | -12% | -9% | -6% | -1% | i | -2% | -0.8% | -2.6
CCN1CCN(C(=O)C(=O)c2cn(CC(=O)N3CCCC3)c3ccccc23)CC1 | 5% | -3% | -1% | -17% | 0% | i | 6% | -0.6% | -0.3
C=CCn1c(=S)[nH]c2cc(C(=O)N3CCN(c4ccccc4OC)CC3)ccc2c1=O | -18% | -8% | 7% | u | -14% | i | u | 0.3% | 0.2
CN(C)c1ccc(/C=N/NC(=O)C(=O)N2CCCCCC2)cc1 | 10% | -2% | 9% | -23% | 0% | i | 26% | 0.7% | 0.1
N#CC1=C(SCc2ccccc2)NC(=O)CC1c1ccccc1 (configuration not stated) | -10% | 2% | 7% | 1% | -15% | i | -6% | 0.6% | -3.4
O=C(N/N=C/c1ccc([N+](=O)[O-])s1)C(O)c1ccccc1 (configuration not stated) | u | u | 7% | 7.9µM* | 7.9µM* | u | 5.2µM* | -0.7% | 1.7
CCOc1ccccc1OCCC(=O)Nc1ccc(F)c(Cl)c1 | 1% | 7% | -16% | u | 6% | i | u | 2.6% | -2.6

Part of the list above, tab-delimited.
Structure	ATXN2 expr inh	A549 viability	EPAC2 ag	TGFb inhibitor	HepG2 viability	ATXN viability	Nrf2 block	Nrf2 ARE act	IL-2 act
COc1ccc(NC(=O)c2cccc(N3C(=O)C4C5C=CC(C5)C4C3=O)c2)cc1Cl (configuration not stated)	13%	-6%	7%	0%	6%	i	u	-0.6%	-4.3
COc1ccccc1NC(=O)c1ccccc1NC(=O)c1cccs1	-8%	u	22%	8%	-9%	i	-1%	2.1%	1.2
